Screens from PubChem BioAssay.
CHO-K1 Ca PAM = M1 PAM counterscreen hit in parental CHO-K1 cells; ATP EC20, Fluo-8 calcium fluorescence; 0% at ATP EC20, 100% at ATP max; activation, % at 3 µM; hit rate 0.02% among 360,000; AID 602247;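 active means activation above the run cutoff, the mean activation of all test compounds plus 3 SD, cut at about 40% in these data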;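 further: peak over basal fluorescence ratio in a 140 s read after ATP addition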
V1aR counter = V1a receptor agonism, counter-screen for OXTR agonists; hit rate 0.25% among 320,000; P37288; CHO-V1R cells, Fluo-8 calcium fluorescence, agonist mode; 0% DMSO, 100% 3 nM vasopressin; AID 2797; activation, % at 3 µM;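 active means activation above the mean activation of all tested compounds plus 3 SD, per screening run, cut at about 20% in these data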;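 further: signal is peak over basal fluorescence ratio across a 100 second FLIPR read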
Target sequence (P37288 whole entry, looked up): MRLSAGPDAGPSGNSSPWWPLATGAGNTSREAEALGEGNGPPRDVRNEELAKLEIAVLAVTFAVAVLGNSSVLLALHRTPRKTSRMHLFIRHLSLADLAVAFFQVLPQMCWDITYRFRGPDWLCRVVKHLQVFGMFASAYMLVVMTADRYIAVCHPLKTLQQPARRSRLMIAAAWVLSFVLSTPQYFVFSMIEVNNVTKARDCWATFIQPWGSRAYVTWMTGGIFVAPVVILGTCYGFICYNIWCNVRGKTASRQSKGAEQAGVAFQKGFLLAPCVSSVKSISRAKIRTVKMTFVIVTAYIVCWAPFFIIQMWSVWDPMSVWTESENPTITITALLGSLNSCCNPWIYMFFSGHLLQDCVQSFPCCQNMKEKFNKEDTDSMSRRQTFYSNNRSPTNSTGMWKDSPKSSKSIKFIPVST
CHO-K1 Ca antag = nonselective inhibitor or artifact in parental CHO-K1 cells. ATP-induced calcium, Fluo-8 fluorescence. inhibition, % at 3 µM. hit rate 0.6% among 360,000;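 active means inhibition above a per-plate cutoff, the plate's mean sample inhibition plus 3 SD, cut at about 24% in these data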;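 further: 0% = DMSO plus EC80 ATP and 100% = DMSO alone without ATP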
TAAR1 agonist = human TAAR1 agonism. CHO RD-HGA16 TAAR1, Fluo-8 calcium fluorescence; vehicle wells 0%, saturating PEA agonist 100%. hit rate 0.99% among 360,000. activation, % at 3 µM. AID 624467;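 active means activation above the mean activation of all test compounds in the run plus 3 SD, cut at about 38% in these data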
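Benchmarks: low control DMSO, high control PEA (EC100); System: CHO RD-HGA16 cells carrying human TAAR1 plus Gα16; Detection: Fluo-8 fluorescence, 5 s baseline then 140 s kinetic read; Schedule: 17-24 h plating, Fluo-8 75 min 37 °C, 30 min RT; Read-out basis: % activation from peak over basal fluorescence ratio, DMSO-to-PEA scaled.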
M1 ag = activates human CHRM1 receptor | AID 588814 | CHO-K1 hM1, Fluo-8 calcium fluorescence, agonist mode; 0% DMSO, 100% acetylcholine EC100 | hit rate 0.33% among 360,000 | activation, % at 3 µM;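 active means activation above the run's mean compound activation plus 3 SD, cut at about 16% in these data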;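 further: peak over basal fluorescence ratio within a 140 s kinetic read after compound addition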
TAAR1 antagonist = antagonists of human TAAR1 | Q96RJ0 | CHO RD-HGA16 TAAR1, Fluo-8 calcium fluorescence, antagonist | inhibition, % at 3 µM | hit rate 1.5% among 360,000;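 active means inhibition above a per-plate cutoff, the mean inhibition of test compounds on that plate plus 3 SD, cut at about 49% in these data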;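 further: 0% = DMSO plus EC80 beta-PEA response and 100% = DMSO alone without agonist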
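Material: RD-HGA16 CHO cells with stable hTAAR1 and Gα16; Dosing: single nominal final test compound concentration of 3 µM; Schedule: seeding 17-24 h prior, 75-min 37 °C, 30-min RT dye loading; Detection: kinetic Fluo-8 calcium fluorescence measurement; Measure: % inhibition from peak post-agonist over basal fluorescence ratio; Benchmarks: vehicle and agonist controls.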
OXTR potentiator = potentiators of human oxytocin receptor. CHO-OTR cells, Fluo-8 calcium fluorescence, potentiator mode; 0% = oxytocin EC15, 100% = EC100. activation, % at 3 µM. hit rate 0.061% among 320,000. AID 2445;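 active means activation above that plate's cutoff, the mean activation of tested compounds plus 3 SD, cut at about 6.6% in these data, passing the limit was not always enough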;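 further: 100% uses oxytocin at 75 nM as the full agonist control; some results filed as inactive read as strong as hits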
Target sequence (P30559 whole entry, looked up): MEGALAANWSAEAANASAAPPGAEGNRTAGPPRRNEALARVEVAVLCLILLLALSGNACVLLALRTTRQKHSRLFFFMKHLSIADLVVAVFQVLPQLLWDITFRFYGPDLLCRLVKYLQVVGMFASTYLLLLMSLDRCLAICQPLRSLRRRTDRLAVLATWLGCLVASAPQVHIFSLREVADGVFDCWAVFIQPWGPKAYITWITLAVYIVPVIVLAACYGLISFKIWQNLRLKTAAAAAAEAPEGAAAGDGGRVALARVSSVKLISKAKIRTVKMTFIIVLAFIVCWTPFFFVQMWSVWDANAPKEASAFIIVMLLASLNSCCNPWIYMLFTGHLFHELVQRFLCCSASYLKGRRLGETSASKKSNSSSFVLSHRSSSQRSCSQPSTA
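Measured by – Fluo-8 calcium dye fluorescence · Test system – human OTR in CHO cells · Dosing – one concentration, 3.0 µM compound · Controls – EC15 oxytocin alone as 0%, 75 nM oxytocin as 100% · Evaluation – normalized max/min fluorescence ratio, % activation · Timing – 6 min pre-incubation, 100 s read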
M1 ag parental = M1 agonist counterscreen hit in parental CHO-K1 cells | activation, % at 3 µM | Fluo-8 calcium fluorescence; scaled to maximal ATP response, vehicle zero | hit rate 0.48% among 360,000; in the data active means activation above about 15%;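 further: untransfected CHO-K1 host cells lacking M1 receptor as counterscreen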
CHO parental Ca = counter-screen for OX1R antagonists: effect in parental CHO cells | parental CHO-K1, ATP-induced calcium, Fluo-8 fluorescence | inhibition, % at 5.6 µM | hit rate 0.63% among 330,000 | AID 463079;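 active means inhibition above that plate's mean sample inhibition plus 3 SD, cut at about 26% in these data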;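 further: 0% = ATP-challenged DMSO wells and 100% = DMSO wells without ATP; some compounds past the cut are filed as inactive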
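Test system: parental CHO cells; detection: calcium-sensitive Fluo-8 fluorescence; evaluation: percent inhibition of calcium signal; also added: ATP as calcium-mobilizing challenge; repeats: one well per compound; control set: ATP-challenged DMSO wells low, unchallenged DMSO wells high; compound: single nominal dose of 5.6 µM per compound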
Numbers without * were called inactive; / = no result given. Compounds as they come (roughly 3.3% active in at least one column).

mol	CHO-K1 Ca PAM	V1aR counter	CHO-K1 Ca antag	TAAR1 agonist	M1 ag	TAAR1 antagonist	OXTR potentiator	M1 ag parental	CHO parental Ca
COc1cc(OC)c(N(C)S(=O)(=O)c2cccc(C(=O)Nc3nccs3)c2)cc1Cl	2.0	1.9	-10.2	9.5	-0.2	63.0*	-6.0	5.9	-13.4
CC(=O)c1ccc(S(=O)(=O)Nc2ccc(C(=O)NCCCn3ccnc3)cc2)cc1	-2.2	0.0	-5.4	1.0	-6.3	-19.5	0.7	-0.2	8.4
COC(=O)c1cc(S(=O)(=O)NCC2CCN(Cc3ccc(C)cc3)CC2)c[nH]1	17.3	0.4	-8.9	0.1	-5.5	13.0	0.3	0.5	3.1
COc1ccc(C(=O)NCCSc2ccc(C)cc2)cc1	27.7	0.2	-12.8	-1.5	-9.4	-10.5	0.2	0.3	-14.0
Cc1ccc(NC(=O)Cn2cc3c(n2)CCC(C)C3)cc1 (configuration not stated)	22.8	-1.0	-9.3	0.7	-6.9	-3.7	-9.0	0.8	-3.0
CCN(CC)c1ccc(NC(=O)c2cc3ccccc3o2)c(C)c1	4.2	1.2	-6.9	25.9	-2.8	23.2	-3.5	6.1	-1.1
COc1cc2c(cc1OC)C(c1cc(OC)c(OC)c(OC)c1)C1(O)C(=O)OCC1(O)C2 (configuration not stated)	-5.0	/	-10.5	0.8	-1.5	-2.5	/	0.1	/
Cc1cccc2c(=O)c(C(=O)NCCc3ccccc3)c[nH]c12	-8.6	1.2	23.4	4.2	-2.4	0.0	-10.0	1.6	-9.7
CN(Cc1ccccc1)C(=O)COC(=O)C1CCN(S(=O)(=O)c2ccc3c(c2)OCCO3)CC1	7.7	1.7	-18.9	2.8	-7.2	-8.2	-14.7	1.4	-29.0
COc1ccc(S(=O)(=O)N2CCC(C(=O)N3CCc4ccccc4C3)CC2)cc1Cl	15.4	3.2	-27.0	3.8	-4.7	12.3	-7.3	3.8	-24.0
COc1ccccc1NC(=O)C(=O)NCC1COc2ccccc2O1 (configuration not stated)	2.7	-0.2	-4.3	0.5	-5.8	-0.5	2.2	0.7	-8.6
C=CCn1c(C)csc1=Nc1ccccc1C	13.3	-1.9	0.0	8.8	-6.6	5.6	-4.2	-0.6	-9.3
Cc1noc(C)c1CN1C(=O)c2cccc([N+](=O)[O-])c2C1=O	3.3	0.6	-2.6	1.3	-5.0	3.6	-7.2	1.4	-2.1
O=P(c1ccccc1)(c1ccccc1)C(O)c1ccccn1 (configuration not stated)	4.3	-1.5	-6.7	0.2	-1.9	-17.3	-2.9	-0.2	2.0
O=C(CCc1ccc(S(=O)(=O)NC2CCCCC2)cc1)NCc1ccccc1	14.2	12.2	-16.7	7.2	-1.1	-3.2	-6.2	2.7	-2.0
COc1ccc(NC(=O)C2CCCCN2CC(=O)OCc2ccccc2)cc1OC (configuration not stated)	19.5	10.1	-10.2	10.5	-0.9	-4.7	-12.6	1.0	-13.2
Cc1ccc(NC(=O)Cn2cnc3c(oc4nc5c(cc43)COC(C)(C)C5)c2=O)cc1	13.3	0.0	-15.1	1.8	-3.1	-7.8	-0.2	-0.1	-2.6
O=C(Nc1ccc(C(=O)N2CCCCC2)cc1)C1CCC1	12.9	/	-13.1	2.0	-2.0	-14.8	/	1.3	/
COc1ccc([N+](=O)[O-])c(OC)c1C(=O)NC(=O)Nc1nc(C)nc(C)n1	3.2	1.0	0.4	5.3	-2.1	-8.4	0.4	1.0	-12.7
N#Cc1ccc(N/N=C/c2ccccc2)c([N+](=O)[O-])c1	8.9	0.0	-5.3	3.0	-3.4	3.8	-1.9	0.2	-10.6
O=C(Nc1ccc(S(=O)(=O)NCc2ccccc2)cc1)C1CCCCC1	-14.1	8.2	-0.4	19.0	6.1	-6.2	-10.6	1.9	17.9
COc1ccc(-c2cc(C(F)(F)F)c(C#N)c(SCC(=O)O)n2)cc1	4.3	0.5	-28.4	-0.3	-3.4	-6.0	-17.3	3.1	8.1
CCc1nn(CCCC(=O)NC2CCCCC2C)c(=O)c2cc3occc3n12 (configuration not stated)	17.7	/	-5.2	-1.1	-3.3	-13.8	/	0.4	/
Cc1c(C(=O)Nc2ccc(N3CCOCC3)cc2)oc2ccccc12	15.3	0.4	-2.5	18.1	-4.1	6.9	1.9	3.9	1.0
Cc1ccc2c([N+](=O)[O-])c(C)ccc2n1	8.7	-1.3	-8.8	0.5	-3.3	7.1	-8.2	0.1	-12.2
CCO[C@@H]1OC(C(=O)Nc2ccccc2)=C[C@H](C)[C@H]1CCCO	10.7	0.8	-7.5	7.8	-4.0	-1.1	5.6	0.3	-14.1
Cc1ccnc(NC(=O)CCC(=O)N(CC(=O)NC2CCCCC2)c2ccc3c(c2)OCO3)c1	9.2	0.0	-3.5	3.8	-0.6	14.5	-7.2	-0.5	-6.0
CCOC(=O)c1c(C)[nH]c(C(=O)COC(=O)c2cnccn2)c1C	6.3	1.1	-18.2	74.2*	-2.3	12.6	-0.1	0.7	-11.8
O=C(c1ccc(-n2cccc2)cc1)N1CCCCC1	-3.8	0.0	-14.3	-0.8	-4.2	-10.9	-16.7	0.3	-2.2
CCN1/C(=C\c2ccc3ccccc3[n+]2CC)Sc2cc(C)ccc21	-7.4	20.7*	47.2*	18.1	26.1*	44.3	-13.9	22.8*	79.6*

Reprinted from the part before: two entries; new compounds follow.
mol	CHO-K1 Ca PAM	V1aR counter	CHO-K1 Ca antag	TAAR1 agonist	M1 ag	TAAR1 antagonist	OXTR potentiator	M1 ag parental	CHO parental Ca
O=C(c1ccc(-n2cccc2)cc1)N1CCCCC1	-3.8	0.0	-14.3	-0.8	-4.2	-10.9	-16.7	0.3	-2.2
CCN1/C(=C\c2ccc3ccccc3[n+]2CC)Sc2cc(C)ccc21	-7.4	20.7*	47.2*	18.1	26.1*	44.3	-13.9	22.8*	79.6*
CC(C)Oc1ccc(C(=O)OCC(=O)N2CCCc3ccccc32)cc1	-9.0	2.9	-4.5	0.2	-1.2	-8.8	-5.6	2.8	-14.4
COCCN(C(=O)CCC(=O)Nc1cc(C)on1)C(C(=O)NC(C)(C)C)c1cccc(OC)c1OC (configuration not stated)	-1.6	-0.8	-13.0	-0.7	-2.8	-1.9	-3.6	-0.8	-16.9
O=C(CSc1nc2ccccc2c(=O)[nH]1)Nc1ccc(N2CCOCC2)c(Cl)c1	13.3	8.3	-19.6	1.6	-5.4	-5.4	-7.9	8.9	-7.7
O=C(CCN1C(=O)/C(=C/c2ccccc2Cl)SC1=S)NC1CCCC1	7.7	-0.6	-6.8	-0.1	-3.1	-16.7	-8.3	0.8	-0.2
O/N=C\c1ccc2noc(-c3ccc(Cl)cc3)c2c1	19.6	0.3	-6.7	-1.1	-1.2	11.3	-8.2	2.4	-6.2
CC(NC(=O)C(Cc1ccccc1)n1cccc1)c1ccccc1 (configuration not stated)	15.4	0.3	-0.8	8.7	-5.7	-17.0	-3.0	8.8	-26.4
O=C(NC1CCCCC1)OCCN1CCN(Cc2ccccc2)CCC1=O	/	-0.8	/	8.0	/	2.1	-3.4	/	-26.6
CCCCC[C@@H](C)N1C[C@H](COCc2ccccc2)Oc2cc(N3CC[C@@H](N(C)C)C3)ccc2S1(=O)=O	-2.7	/	-22.5	14.4	/	-4.4	/	0.9	/
C=C1c2cc(C)c(C)cc2NC(=O)N1c1ccccc1	15.9	0.2	-3.9	3.8	-1.8	-2.9	-3.2	1.5	-5.1
Cc1ccn2cc(-c3ccc(NC(=O)c4ccco4)cc3)nc2c1	-3.1	2.7	3.0	4.7	-6.4	-3.6	-10.9	1.0	-10.3
CC(=O)Nc1ccc(NC(=O)CSc2nnc(NC(=O)c3cccc(F)c3)s2)cc1	4.3	0.2	-3.0	1.1	-3.0	14.6	-7.1	0.3	-15.7
Nc1ccccc1-c1nnc(SCc2ccccc2Cl)[nH]c1=O	9.9	-0.1	-4.1	6.7	-4.5	7.7	-2.6	-0.2	-11.9
CCOC(=O)c1sc(NC(=O)CSc2nccc(C)n2)nc1C	9.6	1.9	8.1	21.3	-4.5	-24.4	-5.3	0.6	3.4
CCOC(=O)c1c(C)[nH]c(C(=O)NCc2ccccn2)c1C	12.4	0.4	-19.3	2.4	-4.0	2.6	-7.2	0.8	-17.6
O=C1CC(c2ccccc2)CC(O)=C1C=NCCN1CCOCC1 (configuration not stated)	15.4	0.7	-8.2	2.7	-6.1	-1.5	-6.0	0.3	-2.9
c1ccc(N/N=C2\CCCc3ccccc32)nc1	-8.0	1.0	-6.3	0.7	-2.3	-16.7	-12.5	0.1	-15.6
c1ccc(-c2nnc(CSc3nnc(-c4ccncc4)n3Cc3ccco3)o2)cc1	0.8	8.7	-7.1	6.2	1.6	-11.4	-21.1	1.9	7.3
Cc1ccccc1C(=O)NC(C(=O)Nc1nc2c(s1)CCCC2)C(C)C (configuration not stated)	-13.8	0.2	17.9	-2.2	-9.3	-12.3	-5.1	-0.5	-25.3
O=C1CCN(CCCN2CCC(=O)NC2=S)C(=S)N1	14.2	/	-16.9	1.3	-1.5	-19.0	/	0.7	/
Clc1cccc(Cn2ncc3ccccc32)c1	7.3	/	3.1	4.8	-3.7	-7.4	/	8.8	/
O=C(O)c1cc(-c2cccs2)nc2ccc(Br)cc12	-13.7	1.3	-1.2	1.6	0.9	-19.8	-4.5	0.6	3.0
CC(C)CC(NC(=O)C(CC(C)C)NC(=O)C(Cc1ccc(OCc2ccccc2)cc1)NC(=O)OC(C)(C)C)C(N)=O (configuration not stated)	23.8	1.2	2.2	-1.9	-10.6	7.8	-0.1	12.2	-6.6

For convenience, part of the list above.
mol	CHO-K1 Ca PAM	V1aR counter	CHO-K1 Ca antag	TAAR1 agonist	M1 ag	TAAR1 antagonist	OXTR potentiator	M1 ag parental	CHO parental Ca
O=C(O)c1cc(-c2cccs2)nc2ccc(Br)cc12	-13.7	1.3	-1.2	1.6	0.9	-19.8	-4.5	0.6	3.0
CC(C)CC(NC(=O)C(CC(C)C)NC(=O)C(Cc1ccc(OCc2ccccc2)cc1)NC(=O)OC(C)(C)C)C(N)=O (configuration not stated)	23.8	1.2	2.2	-1.9	-10.6	7.8	-0.1	12.2	-6.6
